# MgcRacGAP inhibition – MgcRacGAP GTPase-activating activity inhibitors, confirmation, biochemical, ADP Hunter fluorescence; Rac GTPase-activating protein 1 (Homo sapiens); 0.6% of 340,000 active; MgcRacGAP-stimulated Rac1 GTP hydrolysis, ADP Hunter fluorescence; higher % means a stronger effect; GST-tagged Rac1 F28L mutant substrate; one-dose inhibition, % at 30 µM; IC50 in µM for titrated hits;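 active = first-screen hits whose inhibition reached a set limit at any dose in the follow-up dose series; inconclusive = inhibition above the set first-screen limit but never retested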;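 also: fluorescence reports GDP produced by GAP-driven GTP hydrolysis; strong numbers were not always called active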
# TNAP activation fold – human TNAP enzyme activators, primary screen, biochemical, luminescent, no phosphate acceptor, uHTS (AID 1001); Alkaline phosphatase, tissue-nonspecific isozyme (Homo sapiens); purified TNAP, luminescent activation assay, no phosphate acceptor; higher activation fold means a stronger effect; activation fold at 20 µM, or EC50 in µM where a hit was titrated; 0.03% of 200,000 active; in the data active = activation fold from about 3, or a potency from the dose series; inactive = the rest, 99 in 100 with activation fold below about 1.6; also: many of its hits are not listed in these tables
# NTR1 agonist – agonists of NTR1, primary screen, imaging, U2OS cells, beta-arrestin-GFP, high content (AID 493036); 0.17% of 330,000 active; NTR1-U2OS beta-arrestin-GFP spot imaging, agonist mode; activation, % at 20 µM;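 active = activation at or above 40% of the spot to cytoplasm intensity ratio, with at least 20 cells analyzed; inconclusive = wells under 20 cells, flagged as cytotoxic or low count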;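 also: 0% = DMSO without peptide and 100% = 100 nM NTR1 peptide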
# Target sequence (P30989 whole entry, looked up): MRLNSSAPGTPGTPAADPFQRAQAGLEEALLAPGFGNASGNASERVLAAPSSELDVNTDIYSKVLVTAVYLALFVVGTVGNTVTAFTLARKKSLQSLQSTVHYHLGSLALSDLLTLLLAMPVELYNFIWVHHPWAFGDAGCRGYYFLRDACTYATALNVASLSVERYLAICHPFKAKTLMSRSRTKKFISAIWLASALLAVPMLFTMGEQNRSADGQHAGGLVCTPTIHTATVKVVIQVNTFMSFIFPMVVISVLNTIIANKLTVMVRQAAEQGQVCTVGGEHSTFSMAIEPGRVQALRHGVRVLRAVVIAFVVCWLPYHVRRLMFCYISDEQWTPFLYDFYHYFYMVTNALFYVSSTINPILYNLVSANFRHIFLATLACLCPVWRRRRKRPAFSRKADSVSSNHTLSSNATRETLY
# RSV CPE inhibition – RSV antiviral activity via CPE protection, HEp-2 cells, primary 10 µM value included (AID 2391) | HEp-2 cells, RSV-induced CPE inhibition; higher % means a stronger effect | CPE inhibition, % at 10 µM; hits with a dose series show IC50 in µM | 0.13% of 310,000 active; in the data active = a potency from the dose series; inconclusive = CPE inhibition mostly from about 23% at the one dose, without a potency; inactive = the rest, 99 in 100 with CPE inhibition below about 21%; also: strong numbers were not always called active
# K1F lysis inhibition – inhibition of K1F phage lysis, E. coli UTI89, bacterial capsule biogenesis inhibitors, alamar blue (AID 488966). E. coli UTI89 K1F phage lysis, alamar blue, 2 h; higher % means a stronger effect. inhibition, % at 100 µM; hits with a dose series show IC50 in µM. 0.02% of 340,000 active;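 active = phage lysis inhibition, versus mean bacterial control, above a set limit; inconclusive = no clear call, values can overlap the other calls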;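 also: capsule biogenesis inhibitors block K1F phage lysis so surviving cells raise fluorescence; higher fluorescence means more inhibition of phage lysis; actives were called in the ten point dose series up to 300 µM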
# Myeloid diff MLP – induction of myeloid progenitor differentiation, primary screen, cell-based, flow cytometry, MLPCN library; calls only at 10 µM; ER-HoxA9 myeloid progenitors, lysozyme-GFP differentiation; 1% of 360,000 active;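 active = normalized GFP-positive differentiation at or above the plate's own cutoff, the solvent-only control mean plus 3 SD; inconclusive = no clear call, values can overlap the other calls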;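 also: cells exposed to compound for four days before flow analysis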
# T cell modulator – modulators of CD8 T cell-vesicle binding, primary screen, mouse 2C CD8+ T cells, flow cytometry; AID 2052, 2009; calls only at 7 µM; 0.068% of 330,000 active; 2C CD8+ T cell-vesicle binding; hits give low values;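 active = response, share of CD8 T cells binding vesicles, and their 90th percentile fluorescence all below set limits, cut at about 80% in these data, passing the limit was not always enough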
#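 material = purified 2C TCR transgenic mouse naive CD8+ T cells | controls = Unloaded micro-vesicles (low), QL9 vesicles with 0.7% DMSO (high) | detection = cytometric PE anti-B7-1 and Alexa647 anti-CD8 signals after 1% paraformaldehyde fixation | incubation = binding step 1.5 h, 37 °C, antibody labelling 20 min, ice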
# SV40 large T antigen – SV40 large T antigen inhibitors, biochemical (AID 1903). SV40 large T antigen ATPase/helicase inhibition assay; higher % means a stronger effect. inhibition, % at 20 µM; hits with a dose series show IC50 in µM. 0.39% of 310,000 active; in the data active = a potency from the dose series; inconclusive = inhibition mostly from about 32% at the one dose, without a potency; inactive = the rest, 99 in 100 with inhibition below about 32%; also: strong numbers were not always called active
# PhoP inhibition – inhibitors of PhoP regulon expression, primary screen, Salmonella Typhimurium, GFP reporter (AID 1863); S. Typhimurium PhoP-regulated promoter GFP reporter, 4 h; higher % means a stronger effect; inhibition, % at 50 µM; hits with a dose series show IC50 in µM; 0.16% of 300,000 active;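 active = inhibition over 29.93%, a cutoff 3 SD above the screen mean, later confirmed by dose response; inconclusive = inhibition over 29.93% but no dose response follow-up; inactive = inhibition at most 29.93% or unconfirmed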;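 also: 0% = low Mg2+ inducing control and 100% = high Mg2+ repressing control; strong numbers were not always called active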
# T cell modulator vesicle-bound % – second read-out of T cell modulator, no call of its own (marks repeat the call); double positive events, %; measured here: CD8+ vesicle-bound cell fraction;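 binding gate set so that unloaded-vesicle control wells show 10% double positive cells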
# NTR1 agonist cell count 20 µM – also measured in NTR1 agonist; calls as there; cell count; measured here: cell count, cytotoxicity flag
# Myeloid diff MLP GFP+ MAC1+ % – second read-out of Myeloid diff MLP, no call of its own (marks repeat the call); GFP+ MAC1+ double positive, %; measured here: differentiation confirmed by MAC1 staining
# * hit, by the source's call; i = inactive; ? = inconclusive; . = no result given; [ ] = remark or other dose.
# A first look, two compounds:
1: NS(=O)(=O)c1cccc(NC(=O)CSc2nnc(C3CC3)n2Cc2ccccc2)c1
2: CCC(=O)OC1(C#CCOc2ccc(OC)cc2)CCN(C)CC1

assay / entry	1	2
MgcRacGAP inhibition	12%	2%
TNAP activation fold	.	1.1
NTR1 agonist	-0.4	-1.4
NTR1 agonist cell count 20 µM	52	86
RSV CPE inhibition	1.0%	0.7%
K1F lysis inhibition	1.3%[50 µM]	0.1%
Myeloid diff MLP	i	i
Myeloid diff MLP GFP+ MAC1+ %	0.5	0.2
T cell modulator	i	i
T cell modulator vesicle-bound %	46	16
SV40 large T antigen	1%	1%
PhoP inhibition	-4%	-1%

# Main list, previewed entries included:
1: NS(=O)(=O)c1cccc(NC(=O)CSc2nnc(C3CC3)n2Cc2ccccc2)c1
2: CCC(=O)OC1(C#CCOc2ccc(OC)cc2)CCN(C)CC1
3: CCOc1ccc(OCC(=O)Nc2ccc(S(N)(=O)=O)cc2)cc1
4: O=S(=O)(c1ccc(F)cc1)N1CCN(c2ccc(-c3ccccc3)nn2)CC1
5: O=C(Nc1ccc(Cl)c(C(F)(F)F)c1)[C@@H]1CC=C[C@@H]2CCN(C3CCCCC3)C(=O)[C@@H]21
6: Cn1nc(C(=O)NCC2COc3ccccc3O2)c2ccccc2c1=O (centres undefined)
7: COc1ccc(CCNC(=S)NC2CCN(Cc3ccccc3)CC2)cc1
8: Cc1ccc(NC(=O)CC(=O)NCCN2CCOCC2)cc1

assay / entry	1	2	3	4	5	6	7	8
MgcRacGAP inhibition	12%	2%	12%	4%	-1%	0%	10%	8%
TNAP activation fold	.	1.1	0.6	1.2	.	.	1.1	1.1
NTR1 agonist	-0.4	-1.4	-0.5	-0.8	1.7	0.4	0.9	-0.4
NTR1 agonist cell count 20 µM	52	86	38	33	68	65	36	44
RSV CPE inhibition	1.0%	0.7%	0.4%	0.4%	2.7%	0.6%	-1.4%	2.9%
K1F lysis inhibition	1.3%[50 µM]	0.1%	-0.3%	-1.9%	0.0%	1.2%[50 µM]	-0.6%	0.5%
Myeloid diff MLP	i	i	i	i	i	i	i	i
Myeloid diff MLP GFP+ MAC1+ %	0.5	0.2	0.3	0.3	0.9	0.9	0.3	8.3
T cell modulator	i	i	i	i	i	i	i	i
T cell modulator vesicle-bound %	46	16	25	44	42	40	61	24
SV40 large T antigen	1%	1%	1%	30%	13%	.	16%	10%
PhoP inhibition	-4%	-1%	4%	0%	.	.	-1%	-4%

9: Cc1ccc([N+](=O)[O-])cc1S(=O)(=O)Nc1ccc(N2CCOCC2)cc1
10: FC(F)(F)c1ccncc1-c1nnnn1-c1ccc(Cl)cc1
11: Clc1ccc(/C=N/Nc2nc(Cl)nc3ccccc23)cc1
12: Cc1ccccc1-c1nsc(SCC(=O)c2ccc(Cl)cc2)n1
13: COCCNC(=O)CCn1nc(-c2ccc(Cl)cc2)ccc1=O
14: C=CCn1c(CNC(=O)c2cccs2)nnc1SCC(=O)Nc1ccc(C(=O)O)cc1
15: CCn1cc(CCC(=O)NC(C)c2ccccc2)c2ccccc21 (centres undefined)
16: CC(=O)Nc1ccc(S(=O)(=O)N(C)CC(=O)OCC(=O)NNC(=O)c2ccccc2F)cc1

assay / entry	9	10	11	12	13	14	15	16
MgcRacGAP inhibition	9%	9%	9%	2%	10%	4%	5%	1%
TNAP activation fold	1.1	.	1.1	1	1.1	1.1	.	.
NTR1 agonist	3.2	0.4	4.2	-0.2	3.3	1.4	1.4	1.6
NTR1 agonist cell count 20 µM	44	56	94	33	32	82	72	76
RSV CPE inhibition	3.2%	2.0%	-0.3%	-0.3%	1.7%	0.0%	1.8%	0.0%
K1F lysis inhibition	1.1%	0.7%	0.1%	2.7%	0.1%	0.4%	-0.2%	1.4%[50 µM]
Myeloid diff MLP	i	i	i	i	i	i	i	i
Myeloid diff MLP GFP+ MAC1+ %	0.2	0.4	0.5	0.9	1.5	1.0	0.6	0.5
T cell modulator	i	i	i	i	i	i	i	i
T cell modulator vesicle-bound %	50	55	27	38	29	19	31	31
SV40 large T antigen	13%	1%	6%	11%	6%	12%	13%	9%
PhoP inhibition	-4%	-8%	-4%	1%	-12%	-1%	-1%	1%

# As entered above.
# In SV40 large T antigen, entry 16 has 9%
# In K1F lysis inhibition, entry 12 has 2.7%
# In MgcRacGAP inhibition, entry 6 has 0%
# In TNAP activation fold, entry 4 has 1.2

# (continued)
17: Cc1cc(C)cc(C(=O)N[C@@H](C)C(=O)N2CCC3(CC2)NCCc2[nH]cnc23)c1
18: Cc1ccc(C2=NCCn3c2c2ccc([N+](=O)[O-])cc2[n+]3[O-])cc1
19: Cc1cccc(Cn2c(=O)oc3ccc(C)cc32)c1
20: COc1c(Br)cc([N+](=O)[O-])c(OC)c1C(=O)NC(=O)Nc1cc(Cl)cc(Cl)c1
21: COC(=O)c1c(C)noc1-c1snnc1C
22: COc1cc(CN2CCNC(=O)C2CC(=O)N2CCCN(C(C)=O)CC2)cc(OC)c1 (centres undefined)
23: Cc1ccc2nc3cc([N+](=O)[O-])cc([N+](=O)[O-])c3cc2c1
24: CCCNC(=O)Cn1c(=O)n(C)c2ccccc21

assay / entry	17	18	19	20	21	22	23	24
MgcRacGAP inhibition	8%	6%	8%	3%	.	5%	12%	-3%
TNAP activation fold	.	.	.	.	.	.	1	.
NTR1 agonist	-0.5	1.2	-0.4	13	-1.4	-0.7	.	-0.9
NTR1 agonist cell count 20 µM	68	46	82	46	60	70	.	39
RSV CPE inhibition	0.7%	4.7%	1.4%	2.6%	.	1.9%	.	.
K1F lysis inhibition	0.1%	0.5%	0.0%	2.9%	.	1.3%[50 µM]	0.2%	0.0%
Myeloid diff MLP	i	?	i	i	i	i	?	i
Myeloid diff MLP GFP+ MAC1+ %	2.6	.	0.5	0.4	1.9	0.4	.	0.4
T cell modulator	i	i	i	i	i	i	.	i
T cell modulator vesicle-bound %	10	36	50	42	33	71	.	44
SV40 large T antigen	-2%	15%	24%	3%	10%	2%	32%	-1%
PhoP inhibition	-5%	.	0%	-2%	-5%	-1%	-4%	-1%

# Retrieved one by one from the list above:
18: Cc1ccc(C2=NCCn3c2c2ccc([N+](=O)[O-])cc2[n+]3[O-])cc1
19: Cc1cccc(Cn2c(=O)oc3ccc(C)cc32)c1
20: COc1c(Br)cc([N+](=O)[O-])c(OC)c1C(=O)NC(=O)Nc1cc(Cl)cc(Cl)c1
22: COc1cc(CN2CCNC(=O)C2CC(=O)N2CCCN(C(C)=O)CC2)cc(OC)c1 (centres undefined)

assay / entry	18	19	20	22
MgcRacGAP inhibition	6%	8%	3%	5%
TNAP activation fold	.	.	.	.
NTR1 agonist	1.2	-0.4	13	-0.7
NTR1 agonist cell count 20 µM	46	82	46	70
RSV CPE inhibition	4.7%	1.4%	2.6%	1.9%
K1F lysis inhibition	0.5%	0.0%	2.9%	1.3%[50 µM]
Myeloid diff MLP	?	i	i	i
Myeloid diff MLP GFP+ MAC1+ %	.	0.5	0.4	0.4
T cell modulator	i	i	i	i
T cell modulator vesicle-bound %	36	50	42	71
SV40 large T antigen	15%	24%	3%	2%
PhoP inhibition	.	0%	-2%	-1%

# More records:
25: COc1ccccc1CNC(=O)COC(=O)c1cc(S(=O)(=O)N2CCOCC2)ccc1Cl
26: O=C(COC(=O)c1ccc(Br)o1)NC1CCCc2ccccc21 (centres undefined)
27: CCOC(=O)C1(Cc2ccccc2)CCN(Cc2cn(CC(=O)OC)c3ccccc23)CC1
28: CC1CC(C)CN(c2cc3c(cc2[N+](=O)[O-])C(=O)N(c2ccccc2)C3=O)C1 (centres undefined)
29: O=S(=O)(c1cccc(C(F)(F)F)c1)N1CCN(C(=S)NC2CC2)CC1
30: O=C(NC(=S)N1CCCC(C(F)(F)F)C1)c1ccc(F)cc1 (centres undefined)
31: CCOC(=O)C1CCN(C(=O)c2cccc(S(=O)(=O)N3CCc4ccccc43)c2)CC1
32: Cn1nc(N2CCN(S(=O)(=O)c3ccccc3)CC2)c(=O)n(C)c1=O

assay / entry	25	26	27	28	29	30	31	32
MgcRacGAP inhibition	-1%	2%	-10%	6%	9%	7%	3%	3%
TNAP activation fold	.	.	1.1	0.9	1.1	.	.	.
NTR1 agonist	-1.4	2.5	-0.9	5.3	-0.8	2.4	0.7	-2.2
NTR1 agonist cell count 20 µM	55	54	101	41	58	42	69	65
RSV CPE inhibition	-2.2%	1.3%	3.6%	-0.1%	0.6%	-0.2%	1.9%	1.4%
K1F lysis inhibition	2.2%[50 µM]	0.1%[50 µM]	0.0%	1.3%	1.7%	0.2%	0.2%[50 µM]	0.4%[50 µM]
Myeloid diff MLP	i	i	i	i	i	.	i	i
Myeloid diff MLP GFP+ MAC1+ %	0.3	1.8	0.8	0.4	0.2	.	1.1	1.4
T cell modulator	i	i	i	i	i	i	i	i
T cell modulator vesicle-bound %	22	36	59	45	13	28	46	30
SV40 large T antigen	10%	.	-3%	1%	8%	24%	.	.
PhoP inhibition	6%	.	1%	-8%	8%	1%	.	.

33: CC(=O)Nc1cc(NC(C)=O)ncn1
34: O=C(OCCN1CCOCC1)C(c1ccccc1)c1ccccc1
35: Cc1cccc(CSc2nc3[nH]ncc3c(=O)[nH]2)c1
36: O=C(N/N=C\c1ccc[nH]1)C1COc2ccccc2O1 (centres undefined)
37: CC(=O)c1ccc(NS(=O)(=O)c2c(C)cc(C)cc2C)cc1

assay / entry	33	34	35	36	37
MgcRacGAP inhibition	3%	15%	11%	9%	2%
TNAP activation fold	.	1	1.5	.	1.1
NTR1 agonist	0.7	-1.1	-1.3	-0.2	0.8
NTR1 agonist cell count 20 µM	87	29	84	61	50
RSV CPE inhibition	0.4%	-0.5%	4.7%	2.5%	0.1%
K1F lysis inhibition	0.4%	0.4%	0.1%	-0.2%	2.0%
Myeloid diff MLP	i	i	i	i	i
Myeloid diff MLP GFP+ MAC1+ %	0.5	11	0.2	0.5	0.3
T cell modulator	i	i	i	i	i
T cell modulator vesicle-bound %	25	12	50	20	35
SV40 large T antigen	3%	-2%	12%	7%	-1%
PhoP inhibition	-2%	-13%	3%	-4%	-5%

# Compound activity from PubChem BioAssay.
